IDE inh = human IDE inhibitors in live cells, primary screen, fluorescence polarization, HEK cells, FAbetaB substrate; Insulin-degrading enzyme (Homo sapiens), P14735; FAbetaB cleavage; inhibition, % at 5.59 µM; 0.41% of 320,000 active;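 active = percent inhibition above the average of all tested compounds plus 3 SD, set per screening campaign, cut at about 16% in these data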;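 note: IDE supplied by intact live HEK cells; FP after avidin binding of uncleaved biotin substrate so inhibition keeps polarization high; 0% = DMSO wells and 100% = 60 µM reference IDE inhibitor Ii1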
Target sequence (P14735 whole entry, looked up): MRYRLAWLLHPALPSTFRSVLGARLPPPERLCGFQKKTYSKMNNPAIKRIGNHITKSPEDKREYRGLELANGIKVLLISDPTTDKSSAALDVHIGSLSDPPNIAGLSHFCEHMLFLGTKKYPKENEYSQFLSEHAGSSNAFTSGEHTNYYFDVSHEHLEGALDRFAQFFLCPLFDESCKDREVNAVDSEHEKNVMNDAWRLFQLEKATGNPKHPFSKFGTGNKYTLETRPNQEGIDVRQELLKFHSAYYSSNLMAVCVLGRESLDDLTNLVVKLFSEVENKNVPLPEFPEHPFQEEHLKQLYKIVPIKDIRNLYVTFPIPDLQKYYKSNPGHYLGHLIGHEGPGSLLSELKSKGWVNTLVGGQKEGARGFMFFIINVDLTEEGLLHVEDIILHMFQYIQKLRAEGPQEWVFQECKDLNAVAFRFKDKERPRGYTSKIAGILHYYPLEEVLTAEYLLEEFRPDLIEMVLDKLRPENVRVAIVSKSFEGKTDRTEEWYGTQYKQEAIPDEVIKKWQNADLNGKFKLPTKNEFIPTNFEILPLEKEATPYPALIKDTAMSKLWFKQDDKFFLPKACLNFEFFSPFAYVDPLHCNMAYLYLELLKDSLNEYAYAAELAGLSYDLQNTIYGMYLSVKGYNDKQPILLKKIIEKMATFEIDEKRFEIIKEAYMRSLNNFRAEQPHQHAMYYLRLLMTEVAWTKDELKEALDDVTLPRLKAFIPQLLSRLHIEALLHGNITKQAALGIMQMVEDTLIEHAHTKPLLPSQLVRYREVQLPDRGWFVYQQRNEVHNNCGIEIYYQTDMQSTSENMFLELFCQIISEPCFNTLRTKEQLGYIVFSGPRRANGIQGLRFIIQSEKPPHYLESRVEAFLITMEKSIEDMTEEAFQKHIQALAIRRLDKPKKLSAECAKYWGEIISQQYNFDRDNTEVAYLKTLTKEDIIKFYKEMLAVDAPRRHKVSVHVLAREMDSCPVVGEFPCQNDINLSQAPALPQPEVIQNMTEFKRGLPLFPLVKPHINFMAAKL
NALP1 yeast inh = NALP1 inflammasome inhibitors in reconstituted yeast, colorimetric, S. cerevisiae, triplicate retest; 0.61% of 280,000 active; AID 2071, 2009; S. cerevisiae NALP1/ASC/caspase-1 growth, X-gal OD620, 72 h; inhibition, % at 10 µM; in the data active = inhibition mostly above about 24%, no sharp cut-off; inactive = mostly below about 32%; note: some compounds called inactive have numbers as strong as hits
M18AAP inhibitor = PfM18AAP inhibitors, malaria aminopeptidase, primary screen, biochemical, QFRET, recombinant enzyme | H-Glu-NHMec fluorogenic cleavage | M18 aspartyl aminopeptidase (Plasmodium falciparum 3D7) | 1.2% of 290,000 active | inhibition, % at 7.35 µM;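 active = inhibition above the campaign mean inhibition over all tested compounds plus 3 SD, cut at about 28% in these data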;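 note: 0% = plate median of test compound wells and 100% = 2 mM ZnCl2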
MEKK3 PB1 HTS = modulators of MEKK3-MEK5 PB1 binding, primary screen, biochemical, wildtype MEKK3, multiplex bead flow cytometry, Alexa488-MEK5 | bead-based flow cytometry, Alexa488-MEK5 binding to MEKK3; actives lie on both sides; 0 = blocked by unlabeled MEK5, 100 = vehicle | binding response (% of control), % at 10 µM | 1.4% of 290,000 active;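 active = binding response more than 3 SD above or below the average of its plate-row segment, actives on both sides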;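 note: Alexa488 bead fluorescence after subtracting the streptavidin-only scavenger bead signal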
MEKK2wt PB1 HTS = modulators of MEK5 binding to wildtype MEKK2, primary screen, biochemical, multiplex bead flow cytometry, Alexa488-MEK5. Alexa488-MEK5 binding to MEKK2 WT; actives lie on both sides. binding response (% of control), % at 10 µM. 1.1% of 290,000 active. AID 1531, 2009; in the data active = binding response below about 67% or above about 130%
UBC9 SUMO inh = inhibitors of in vitro SUMOylation cascade, primary screen, biochemical, HTRF, uHTS; inhibition, % at 35 µM; 0.36% of 290,000 active; HTRF SUMOylation assay, SAE1/SAE2 + UBC9; AID 2006, 2009; in the data active = inhibition above about 50%, passing the limit was not always enough; note: strong numbers were not always called active
IDE cell activ = human IDE activators in live cells, primary screen, fluorescence polarization, HEK cells, FAbeta-B substrate; Insulin-degrading enzyme (Homo sapiens), P14735; FAbeta-B cleavage; 0% vehicle, 100% cell-free pure enzyme wells; activation, % at 5.96 µM; 0.073% of 340,000 active;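 active = activation above the mean of all tested compounds plus 3 SD, set per screening campaign, cut at about 17% in these data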
p-CIP stab down = p/CIP-EGFP fusion destabilizers, primary screen, fluorescence, F442A cells. Q05BA5. 16 h. decrease of EGFP signal, % at 10 µM. 0.01% of 290,000 active. AID 1984, 2009;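 active = EGFP signal decrease of at least 30% at 10 µM or well 3 SD below plate mean, unless failing retest; inactive = the rest, including hits failing retest or dose response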; note: some compounds called inactive have numbers as strong as hits; many of its hits are not listed in these tables
MEKK2mut PB1 HTS = MEK5 binding signal on mutant MEKK2 PB1, primary screen, biochemical, multiplex bead flow cytometry, Alexa488-MEK5. Alexa488-MEK5 binding to MEKK2 mutant. percent response, % at 10 µM. 0.35% of 290,000 active. AID 1530, 2009; in the data active = percent response above about 24%, passing the limit was not always enough; note: inactives centre near 1; some results filed as inactive read as strong as hits; reference of the scale not given here
An asterisk follows results filed as active; . = no result given.

molecule,IDE cell activ,NALP1 yeast inh,p-CIP stab down,MEKK2mut PB1 HTS,MEKK3 PB1 HTS,MEKK2wt PB1 HTS,UBC9 SUMO inh,M18AAP inhibitor,IDE inh
Cc1ccc(C(NC(=O)NN2CCN(C)CC2)C(Cl)Cl)cc1F (stereo not drawn),-2.9,13.8,-7.1,1.0,102.0,102.0,5.4,-6.7,-1.9
COc1ccc(S(=O)(=O)N2CCOC2CNC(=O)C(=O)NCCc2c[nH]c3ccccc23)cc1 (stereo not drawn),-4.3,29.5,0.6,2.0,123.0,113.0,0.5,1.2,-2.4
COc1ccccc1Nc1nn2c(=O)c3ccc(C(=O)NCc4cccnc4)cc3nc2s1,-2.5,9.4,1.8,0.0,99.0,101.0,45.6,4.4,4.6
CN(Cc1cn(C)nc1-c1ccccc1F)CC1CCCCO1 (stereo not drawn),1.4,10.3,3.0,8.0,106.0,106.0,11.5,-0.8,8.7
CCOC(=O)c1ccc(-c2ccc(CO)o2)cc1,-0.2,5.0,-7.2,1.0,100.0,99.0,14.8,-2.8,-0.7
Cc1ccc(S(=O)(=O)CCC(=O)OCC(=O)N2CCc3ccccc32)cc1,-1.9,28.7,-6.2,-7.0,102.0,98.0,-1.6,-0.9,-4.2
COc1ccccc1Nc1nnc(SCC(=O)NC(=O)Nc2ccc3c(c2)OCCO3)s1,-1.4,13.4,-26.8,2.0,100.0,102.0,16.3,2.8,5.6
N#Cc1c(N2CCN(C(=O)c3ccccc3Cl)CC2)nc(-c2ccccc2)c2c1CCCC2,3.4,8.9,-7.5,.,.,.,12.5,-0.5,-0.2
Cc1ccc(OCc2cc(C(=O)NCCc3cccnc3)no2)cc1C,-2.4,29.6,6.0,0.0,101.0,99.0,-2.9,-2.8,0.3
Cc1cc(=O)oc2ccc(OCc3ccccc3)cc12,1.8,9.7,1.3,-2.0,97.0,99.0,1.5,13.9,1.8
c1ccc(-c2ccc(CNC3CC3)cc2)cc1,-4.7,17.9,0.8,4.0,100.0,106.0,3.1,3.8,.
CSc1nnc(CNS(=O)(=O)c2ccc(Br)cc2)n1C,-4.0,5.2,-15.4,1.0,103.0,101.0,-8.0,0.3,-3.4
CC(=O)/C(=C\Nc1ccc(OCc2ccccc2)cc1)c1ccccc1,0.1,34.0,-14.2,-2.0,97.0,102.0,17.3,-6.7,1.0
O=C(C1CC1)N1CCN=C1SCc1ccccc1,-3.6,27.5,-5.7,6.0,105.0,106.0,6.2,-0.3,3.4
CCOC(=O)c1cnc(SC)nc1Nc1cccc2ccccc12,-0.8,4.5,-13.9,4.0,113.0,102.0,6.1,-0.8,6.0
COc1ccc(S(=O)(=O)N2CCOCC2)cc1NC(=O)Cc1ccccc1Cl,4.3,24.3,-7.3,4.0,107.0,106.0,0.9,-9.1,2.4
Cc1ccc2cccc(OCC(=O)c3cc(C)n(Cc4ccco4)c3C)c2n1,.,25.2,1.5,-10.0,90.0,84.0,11.8,-9.9,5.4
CCOc1ccc(NC(c2ccccn2)c2oc(CO)cc(=O)c2O)cc1 (stereo not drawn),0.4,9.1,-15.4,3.0,95.0,94.0,15.1,10.8,6.0
Clc1ccc(-c2nnnn2-c2ccc(Cl)cc2)cc1,.,.,-8.8,-7.0,93.0,92.0,12.0,-8.6,4.3
CC1=CCC(COC(=O)Nc2ccccc2)CC1 (stereo not drawn),4.5,2.9,-8.4,4.0,107.0,108.0,6.8,3.4,-3.1

Structural class, the compounds so far containing fluorine
molecule,IDE cell activ,NALP1 yeast inh,p-CIP stab down,MEKK2mut PB1 HTS,MEKK3 PB1 HTS,MEKK2wt PB1 HTS,UBC9 SUMO inh,M18AAP inhibitor,IDE inh
Cc1ccc(C(NC(=O)NN2CCN(C)CC2)C(Cl)Cl)cc1F (stereo not drawn),-2.9,13.8,-7.1,1.0,102.0,102.0,5.4,-6.7,-1.9
CN(Cc1cn(C)nc1-c1ccccc1F)CC1CCCCO1 (stereo not drawn),1.4,10.3,3.0,8.0,106.0,106.0,11.5,-0.8,8.7

The list continues:
molecule,IDE cell activ,NALP1 yeast inh,p-CIP stab down,MEKK2mut PB1 HTS,MEKK3 PB1 HTS,MEKK2wt PB1 HTS,UBC9 SUMO inh,M18AAP inhibitor,IDE inh
Cn1cc(S(=O)(=O)c2ccccc2)c(=O)c2cc(Cl)ccc21,8.7,21.2,-0.4,-1.0,98.0,97.0,8.1,-0.5,-2.9
Cc1ccnc(NC2(C(F)(F)F)N=C(c3ccccc3)NC2=O)c1 (stereo not drawn),-1.1,-2.3,-5.1,8.0,104.0,106.0,-19.6,-0.1,3.6
O=[N+]([O-])c1ccc(-c2ccc(C=Nc3cccc4ccccc34)o2)cc1,2.1,1.5,-21.8,-2.0,85.0,100.0,57.8,17.0,4.7
COc1ccc(NS(=O)(=O)c2c(C(=O)N3CCCCCC3)c(C)n(C)c2C)cc1OC,-2.5,-1.0,-1.9,3.0,97.0,104.0,16.7,12.6,1.6
O=C(C1=C[C@H](C2CCCCC2)C[C@H](OCCCCO)O1)N1CCN(Cc2ccc3c(c2)OCO3)CC1,-1.6,-8.7,-14.1,13.0,107.0,110.0,-4.1,5.6,-0.7
Cc1cccc(CSCCNC(=O)CN(c2cc(C)cc(C)c2)S(C)(=O)=O)c1,6.0,-14.1,7.0,9.0,104.0,102.0,-8.2,3.4,-0.4
Cn1nccc1C(=O)OCC(=O)Nc1ccccc1,-5.3,8.3,-9.7,1.0,96.0,101.0,10.2,5.1,.
CC(C)NC(=O)NC(=O)COC(=O)c1ncc(Cl)c(Cl)c1Cl,6.3,-2.0,-3.1,-2.0,96.0,98.0,14.4,3.5,1.9
Cc1c(C(=O)N2CCN(c3ccccn3)CC2)oc2c(F)cccc12,9.8,10.5,-1.2,-1.0,97.0,97.0,9.2,-0.7,2.3
CCOc1ccccc1-c1c2cc(O)c(=O)cc-2oc2cc(O)c(O)cc12,-67.7,1.9,-67.9,51.0*,137.0*,166.0*,26.1,29.6*,.
O=C(/C=C\Nc1cccc(F)c1)c1cccs1,-1.2,56.2,-28.4,-11.0,92.0,96.0,3.0,1.1,1.9
Cc1cc(N2CCN(C)CC2)nc2ccc(NC(=O)CCC(=O)NCCc3ccc(Cl)cc3)cc12,4.4,12.7,-10.5,11.0,105.0,127.0,0.6,2.6,.
O=C(NC(=S)N1CCCC1)c1cccc([N+](=O)[O-])c1,0.9,0.3,-2.4,6.0,104.0,107.0,2.4,9.6,0.4
O=C(NCc1cn2ccccc2n1)c1ccc2c(c1)OCO2,2.1,3.3,-0.3,3.0,102.0,100.0,8.7,-11.1,0.3
Cc1ccc(NC(=O)c2cc([N+](=O)[O-])ccc2N2CCOCC2)cc1S(=O)(=O)N1CCOCC1,-0.1,8.5,7.7,9.0,103.0,111.0,17.1,-10.5,-2.4
CCCCNCc1nc2ccccc2c(=O)[nH]1,7.9,6.5,-5.8,-1.0,99.0,97.0,-1.1,-2.3,-2.3
Cc1ccc(OCC(=O)Nc2ccc(C(=O)O)cc2NC(=O)COc2ccc(C)c(C)c2)cc1C,3.4,3.6,-2.2,-2.0,102.0,98.0,8.2,0.3,1.2
NC(=O)c1ccc(NCC2COc3ccccc3O2)c([N+](=O)[O-])c1 (stereo not drawn),-3.3,10.3,-2.3,-1.0,101.0,98.0,10.2,12.6,1.7
CCn1c(=O)n(Cc2ccco2)c(=N)c2c3c(sc21)COC(C)(C)C3,-2.9,10.7,-6.3,3.0,102.0,99.0,16.2,-0.7,10.0
CC1=C(C(=O)Nc2cccnc2)C(c2ccccn2)n2nnnc2N1 (stereo not drawn),-0.3,19.6,-8.5,1.0,102.0,96.0,9.7,2.0,2.7
O=C(Nc1cccc(Cl)c1)Nc1ccc2c(c1)C(=O)OC2,4.1,13.0,-5.7,-1.0,99.0,100.0,14.7,15.2,-1.1
Cc1ccccc1CNC(=O)CN1C(=O)c2ccccc2S1(=O)=O,-2.8,1.4,-5.5,0.0,103.0,103.0,12.9,-11.6,-2.5
CN(C)C(CNc1ccc(S(C)(=O)=O)cc1[N+](=O)[O-])Cc1ccccc1 (stereo not drawn),2.6,1.8,-7.7,2.0,98.0,103.0,15.0,14.3,-3.2
CCOC(=O)N1CCc2c(sc3nc4n(c(=O)c23)N=C(C)CS4)C1,3.5,-17.6,-3.6,0.0,97.0,101.0,0.5,22.3,1.7
CCOc1cc(NC(=O)CC(C)C)c(OCC)cc1NC(=O)CCn1nnc2ccccc21,-5.8,0.9,1.8,1.0,100.0,105.0,17.6,-7.2,10.8
Cc1cccc(NS(=O)(=O)c2ccc3c(c2)NC(=O)CO3)c1C,6.7,1.4,-8.1,-4.0,97.0,91.0,3.8,-1.2,-0.7
COc1ccc2c(c1)c(CC(=O)Nc1cc(C)ccc1C)c(C)n2C(=O)c1ccc(Cl)cc1,6.7,24.7,-8.7,0.0,101.0,104.0,4.4,6.4,1.8
CC(=O)c1cccc(NC(=S)N2CCCC2)c1,3.1,11.4,3.9,7.0,100.0,102.0,18.6,-0.2,6.2
COCCCNC(=S)N1CCN(S(C)(=O)=O)CC1,-0.5,33.9,-7.1,-1.0,104.0,100.0,1.8,1.0,0.3
CS(=O)(=O)N(CC(=O)NCCC1=CCCCC1)c1ccc2c(c1)OCO2,-5.0,22.1,13.0,-2.0,95.0,98.0,-8.7,-7.4,-1.8
CC(=O)NCCc1nc2cc(NC(=O)c3ccc(Cl)cc3)ccc2n1C,-0.8,-6.3,14.5,2.0,100.0,99.0,12.6,-0.1,3.4

This is a subset; the hit share may differ from the screen's.
